Pf growth 96h – P. falciparum growth inhibition at 96 hours | AID 504834 | Potency, µM (doses to about 28.7 µM), without a hit: at the highest dose activity change, negative = inhibition, usual class: inhibitors | 320,000 tested, 6.9% active | P. falciparum luciferase reporter growth, 96 h; also: potency is read from the fitted curve at half-maximal effect; % is scaled to controls: 0 for no effect and ±100 for the full control effect
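96 h incubation, 37 C, 5% CO2, of luciferase-reporter P. falciparum-infected RBCs (2% hematocrit, 0.05% parasitemia final) with test compounds; endpoint luminescence.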
CHX counter – affects cycloheximide protein synthesis inhibition readout, counter-screen | AID 2314 | max response, % | 300,000 tested, 12% active | cell reporter, cycloheximide protein synthesis inhibition counterscreen; in the data active = max response mostly above about 13%, no sharp cut-off; inactive = mostly below about 14%; also: read at 38.3 µM for the half of the compounds with a filed dose; 0% is about no effect
AMA1-RON2 inh – AMA1-RON2 (P. falciparum) interaction inhibition. Potency, µM (doses to about 58.2 µM), without a hit: at the highest dose activity change, negative = inhibition, usual class: inhibitors. AID 720542. AlphaScreen AMA1-biotinylated RON2 peptide binding. 360,000 tested, 0.2% active;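 also: potency is read from the fitted curve at half-maximal effect; 0% = vehicle wells and -100% = peptide control; nearly all actives have a fitted effect of over 45% in size; some results filed as inactive show a strong effect at the top dose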
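AMA1 (3D7) with his tag at 25 nM final met compounds first, then biotinylated RON2 peptide at 25 nM; detection used donor plus acceptor beads, 10 µg/mL apiece, read by AlphaScreen after 30 min at room temperature.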
Pf growth 48h – inhibits P. falciparum growth in the first generation, 48 h | AID 504832 | 310,000 tested, 5.9% active | P. falciparum luciferase growth in erythrocytes, 48 h | Potency, µM (series often up to 28.7 µM), for inactives: at the top dose activity change, negative = inhibition, actives largely listed as inhibitors; also: potency is read from the fitted curve at half-maximal effect; % is scaled to controls: 0 for no effect and ±100 for the full control effect
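Luciferase-expressing parasites in RBCs, 2% Hct / 0.1% parasitemia final; RPMI 1640 + 0.5% Albumax; 37 C, 5% CO2, one generation; luminescence read-out, lower signal = inhibition.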
Shiga toxin inh – Shiga toxin inhibition | AID 2315 | inhibition, % at 38.7 µM | 290,000 tested, 9.2% active | Vero cells, Shiga toxin protein synthesis inhibition reporter; in the data active = inhibition mostly above about 28%, no sharp cut-off; inactive = mostly below about 43%; also: 0% is about no effect
LmPK inh – blocks Leishmania mexicana pyruvate kinase activity; Q27686; purified LmPK, Kinase-Glo ATP luminescence, 1 h; Potency, µM (highest dose often 57.5 µM), without a hit: at the highest dose activity change, negative = inhibition, most hits filed as inhibitors; 290,000 tested, 0.37% active; AID 1721; also: potency is read from the fitted curve at half-maximal effect; % is scaled to controls: 0 for no effect and ±100 for the full control effect
Target sequence (Q27686 whole entry, looked up): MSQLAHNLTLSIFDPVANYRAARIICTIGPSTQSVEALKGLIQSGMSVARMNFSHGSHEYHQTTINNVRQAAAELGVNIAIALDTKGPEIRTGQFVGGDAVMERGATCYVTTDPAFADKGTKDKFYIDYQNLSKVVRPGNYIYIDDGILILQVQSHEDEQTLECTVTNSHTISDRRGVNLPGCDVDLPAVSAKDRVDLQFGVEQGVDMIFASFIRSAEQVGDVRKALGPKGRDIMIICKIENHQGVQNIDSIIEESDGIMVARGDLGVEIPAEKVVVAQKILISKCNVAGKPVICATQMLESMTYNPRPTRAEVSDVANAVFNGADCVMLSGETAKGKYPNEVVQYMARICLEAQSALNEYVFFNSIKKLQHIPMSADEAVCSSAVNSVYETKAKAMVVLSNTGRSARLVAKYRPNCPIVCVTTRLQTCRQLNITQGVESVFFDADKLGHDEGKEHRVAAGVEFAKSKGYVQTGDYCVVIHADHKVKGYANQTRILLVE
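Purified LmPK (0.1 nM) converted ADP (0.1 mM) to ATP with PEP (0.5 mM) in imidazole buffer pH 7.2 with KCl and MgCl2, 1 h at room temperature. ATP was read by Kinase-Glo luminescence; data normalized to uninhibited and no-enzyme controls.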
TbPYK inhibitor – inhibitors of Trypanosoma brucei pyruvate kinase; 410,000 tested, 0.12% active; AID 624173; Q57TT1; Potency, µM (top dose mostly 76.8 µM), without a hit: at the top dose activity, negative = inhibition, actives largely listed as inhibitors; TbPYK enzyme, Kinase-Glo Plus ATP luminescence, 45 min; also: potency is read from the fitted curve at half-maximal effect; % is scaled to controls: 0 for no effect and ±100 for the full control effect; nearly all actives have a fitted effect of over 50% in size
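Screened from lowest to highest concentration, compounds were pinned into TbPYK/substrate mixtures, and ADP (130 uM final) was added. Plates sat at room temperature for 45 min prior to Kinase-Glo Plus detection by luminescence.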
Starred values were filed as active, the others as inactive; [ ] = remark or other dose. Unless noted, calls follow the shape of the dose curve; as a rule, active = well fitted curve in the direction sought with a large enough effect; inconclusive = small, poorly fitted or top-dose-only effect, or another doubt; inactive = no such curve, though single readings can be large; an effect the other way counts as inactive or inconclusive. Rows were taken by chance. About 21% of those tested had a hit in this group.

Results for O=C(Nc1ccc(C(O)(C(F)(F)F)C(F)(F)F)cc1)c1ccc(Cl)c([N+](=O)[O-])c1 ?
Pf growth 96h: 10µM*; CHX counter: 9; AMA1-RON2 inh: 12%[11.6 µM]; Pf growth 48h: 12µM*; Shiga toxin inh: 9; LmPK inh: 0%; TbPYK inhibitor: 0%

Results for Cc1nn(-c2ccccc2)c(C)c1NC(=O)COC(=O)c1ccc(S(=O)(=O)C(F)F)cc1 ?
Pf growth 96h: 69%[activator]; AMA1-RON2 inh: 6%; Pf growth 48h: 1%; TbPYK inhibitor: -4%

What do the screens show for `CC(C)c1onc(C(=O)NCc2ccccn2)c1[N+](=O)[O-]`?
Pf growth 96h: 2%; CHX counter: 10; AMA1-RON2 inh: 24%; Pf growth 48h: inconclusive; Shiga toxin inh: -4; LmPK inh: -2%; TbPYK inhibitor: 1%

How did CCOc1ccc(NC(=O)C2CSC(c3ccncc3)=N2)cc1 (centres undefined) do in these assays?
Pf growth 96h: -6%; CHX counter: 9; AMA1-RON2 inh: 6%; Pf growth 48h: 39%[activator]; Shiga toxin inh: 11; LmPK inh: -4%; TbPYK inhibitor: -2%

What do the screens show for `COc1cc(C(=O)N(CCc2ccccc2)C2CC3CCC(C2)N3C)cc(OC)c1OC` (centres undefined)?
CHX counter: -2; AMA1-RON2 inh: -3%; Pf growth 48h: -11%; Shiga toxin inh: -20; LmPK inh: -14%; TbPYK inhibitor: 0%

What do the screens show for `COC(=O)C1CCN(c2ccc(C(N)=O)cc2[N+](=O)[O-])CC1`?
Pf growth 96h: -15%; CHX counter: 0; AMA1-RON2 inh: 12%[2.32 µM]; Pf growth 48h: 4%; Shiga toxin inh: -2; LmPK inh: 2%; TbPYK inhibitor: -10%

What do the screens show for `CCS(=O)(=O)N1CCC(NC(=O)c2cc(OC)cc(OC)c2)CC1`?
Pf growth 96h: 19%; CHX counter: -3; AMA1-RON2 inh: 3%; Shiga toxin inh: -10; LmPK inh: 5%; TbPYK inhibitor: 4%

How did C=CCn1c(O)c(C(C)=NCCN2CCOCC2)c(=O)[nH]c1=O do in these assays?
CHX counter: -1; AMA1-RON2 inh: 48%[activator]; Pf growth 48h: 19%; Shiga toxin inh: -9; LmPK inh: -5%; TbPYK inhibitor: 1%

How did O=C(Cc1ccccc1F)Nc1nc(-c2ccc(F)cc2)cs1 do in these assays?
Pf growth 96h: 53%[activator]; CHX counter: 26*; AMA1-RON2 inh: -1%; Pf growth 48h: 36%[activator]; Shiga toxin inh: 64*; LmPK inh: -2%; TbPYK inhibitor: -9%

Results for O=C(CCN1C(=O)C2C3C=CC(C4CC34)C2C1=O)Oc1ccc(Br)cc1 (centres undefined) ?
Pf growth 96h: inconclusive; CHX counter: -3; AMA1-RON2 inh: 1%; Pf growth 48h: 39%[activator]; Shiga toxin inh: 16; LmPK inh: 0%; TbPYK inhibitor: 1%

What do the screens show for `CNS(=O)(=O)c1ccc(N2CCCC2=O)c([N+](=O)[O-])c1`?
Pf growth 96h: -1%; CHX counter: 1; AMA1-RON2 inh: -2%; Pf growth 48h: 1%; Shiga toxin inh: -16; LmPK inh: -4%; TbPYK inhibitor: 5%

What do the screens show for `CC(=O)c1cccc(N(CC(=O)NC2CCCCC2)C(=O)Cn2nnc(-c3ccccc3)n2)c1`?
Pf growth 96h: 35%[activator]; CHX counter: -4; AMA1-RON2 inh: -17%; Pf growth 48h: -29%; Shiga toxin inh: -5; LmPK inh: -4%; TbPYK inhibitor: 4%

Results for CCC(=O)Nc1nnc(S(=O)(=O)N2CCCc3ccccc32)s1 ?
Pf growth 96h: 0%; CHX counter: 1; AMA1-RON2 inh: 6%; Pf growth 48h: 30%[activator]; Shiga toxin inh: -3; LmPK inh: 1%; TbPYK inhibitor: 3%

Results for O=C(NC(=S)NNC(=O)c1cnccn1)c1ccc(Cl)cc1 ?
Pf growth 96h: inconclusive; CHX counter: 9; AMA1-RON2 inh: 23%; Pf growth 48h: 4.1µM*; Shiga toxin inh: 16; LmPK inh: 4%; TbPYK inhibitor: -20%

How did Cc1nnc(NC(=O)c2nn(CC(C)C)c(=O)c3ccccc23)s1 do in these assays?
Pf growth 96h: inconclusive; CHX counter: 7; AMA1-RON2 inh: 8%; Pf growth 48h: -16%; Shiga toxin inh: -10; LmPK inh: 8%; TbPYK inhibitor: 2%

Continued, overlapping the part above by 3 compounds.
Results for CCC(=O)Nc1nnc(S(=O)(=O)N2CCCc3ccccc32)s1 ?
Pf growth 96h: 0%; CHX counter: 1; AMA1-RON2 inh: 6%; Pf growth 48h: 30%[activator]; Shiga toxin inh: -3; LmPK inh: 1%; TbPYK inhibitor: 3%

Results for O=C(NC(=S)NNC(=O)c1cnccn1)c1ccc(Cl)cc1 ?
Pf growth 96h: inconclusive; CHX counter: 9; AMA1-RON2 inh: 23%; Pf growth 48h: 4.1µM*; Shiga toxin inh: 16; LmPK inh: 4%; TbPYK inhibitor: -20%

How did Cc1nnc(NC(=O)c2nn(CC(C)C)c(=O)c3ccccc23)s1 do in these assays?
Pf growth 96h: inconclusive; CHX counter: 7; AMA1-RON2 inh: 8%; Pf growth 48h: -16%; Shiga toxin inh: -10; LmPK inh: 8%; TbPYK inhibitor: 2%

Results for Cc1ccccc1NC(=O)CC1(c2ccc(N(C)C)cc2)C(=O)c2ccccc2C1=O ?
Pf growth 96h: -3%; CHX counter: -1; AMA1-RON2 inh: -16%; Pf growth 48h: inconclusive; Shiga toxin inh: -4; LmPK inh: 0%; TbPYK inhibitor: -2%

How did COc1ccc(C)cc1-n1nnnc1SCC(=O)NC1CCS(=O)(=O)C1 (centres undefined) do in these assays?
Pf growth 96h: -30%; AMA1-RON2 inh: -5%; Pf growth 48h: inconclusive; TbPYK inhibitor: 3%

What do the screens show for `CC(CCCC(C)(C)O)NCCO` (centres undefined)?
Pf growth 96h: -3%; CHX counter: -2; AMA1-RON2 inh: 4%; Shiga toxin inh: -11; LmPK inh: 2%; TbPYK inhibitor: -2%

How did Cc1csc(NC(=O)c2c(-c3ccccc3)noc2C)n1 do in these assays?
Pf growth 96h: -2%; CHX counter: -8; AMA1-RON2 inh: 7%; Pf growth 48h: 4%; Shiga toxin inh: -7; LmPK inh: -2%; TbPYK inhibitor: -7%

Results for O=C(CCN1C(=O)/C(=C\c2ccccc2Cl)SC1=S)Nc1cccnc1 ?
Pf growth 96h: inconclusive; CHX counter: -4; AMA1-RON2 inh: -9%; Pf growth 48h: 8%; Shiga toxin inh: 0; LmPK inh: 11%; TbPYK inhibitor: -8%

How did CCOc1ccccc1N1CCN(S(=O)(=O)CC)CC1 do in these assays?
Pf growth 96h: -24%; CHX counter: 2; AMA1-RON2 inh: 3%; Pf growth 48h: 6%; Shiga toxin inh: -4; LmPK inh: 5%; TbPYK inhibitor: -9%

How did O=C(CSc1nncn1-c1ccccc1)NC1CCCC1 do in these assays?
Pf growth 96h: -20%; CHX counter: -4; AMA1-RON2 inh: -10%; Pf growth 48h: -9%; Shiga toxin inh: -3; LmPK inh: -2%; TbPYK inhibitor: 0%

How did CC(=O)c1cc(F)c(N2CCCCCC2)cc1C do in these assays?
Pf growth 96h: inconclusive; CHX counter: -2; AMA1-RON2 inh: 8%; Pf growth 48h: -23%; Shiga toxin inh: 16; LmPK inh: -7%; TbPYK inhibitor: -1%

How did CCc1nc2sc3c(c2c(=S)[nH]1)CC(C)(C)OC3 do in these assays?
Pf growth 96h: -12%; CHX counter: 7; AMA1-RON2 inh: 71%[activator]; Pf growth 48h: 1%; Shiga toxin inh: -3; LmPK inh: 1%; TbPYK inhibitor: -5%

What do the screens show for `CC1CCCCN1CCNC(=O)C1CCCN(S(=O)(=O)c2cccc3nsnc23)C1` (centres undefined)?
Pf growth 96h: 11%; CHX counter: -2; AMA1-RON2 inh: -9%; Pf growth 48h: inconclusive; Shiga toxin inh: -5; LmPK inh: 0%; TbPYK inhibitor: 6%

Results for Cc1c(NC(=O)CSc2nnc3sc4ccccc4n23)c(=O)n(-c2ccccc2)n1C ?
Pf growth 96h: 6%; CHX counter: 1; AMA1-RON2 inh: -4%; Pf growth 48h: 16%; Shiga toxin inh: -12; LmPK inh: -2%; TbPYK inhibitor: -6%

How did Cc1nnsc1C(=O)NC(C)c1ccccc1 (centres undefined) do in these assays?
Pf growth 96h: inconclusive; CHX counter: -3; AMA1-RON2 inh: -4%; Pf growth 48h: 15%; Shiga toxin inh: -1; LmPK inh: 1%; TbPYK inhibitor: -3%

How did O=C1NC(=O)C(c2ccccc2[N+](=O)[O-])=C1Nc1ccc(O)c(Cl)c1 do in these assays?
Pf growth 96h: inconclusive; CHX counter: 8; AMA1-RON2 inh: -20%; Pf growth 48h: 21%; Shiga toxin inh: 10; LmPK inh: 1%; TbPYK inhibitor: -10%

How did COCCn1c(SCC(=O)N2CCCC2)nnc1C(C)C do in these assays?
Pf growth 96h: 5.2µM*; CHX counter: -3; AMA1-RON2 inh: 4%; Pf growth 48h: 31%[activator]; Shiga toxin inh: 3; LmPK inh: 1%; TbPYK inhibitor: 2%

Results for NC(=O)N/N=C/c1coc2ccc3ccccc3c2c1=O ?
Pf growth 96h: 11%; CHX counter: -1; AMA1-RON2 inh: 14%; Pf growth 48h: -5%; Shiga toxin inh: -11; LmPK inh: -2%; TbPYK inhibitor: -1%

What do the screens show for `COc1ccccc1C(=O)N/C(=C/c1cccc([N+](=O)[O-])c1)C(=O)Nc1cccc(C(=O)O)c1`?
Pf growth 96h: -25%; CHX counter: 2; AMA1-RON2 inh: 1%; Pf growth 48h: 28%; Shiga toxin inh: 2; LmPK inh: 0%; TbPYK inhibitor: -17%

What do the screens show for `CS(=O)(=O)c1cccc(C(=O)NC(c2ccccc2)c2ccccc2)c1`?
Pf growth 96h: 2%[5.75 µM]; CHX counter: 3; AMA1-RON2 inh: 19%; Pf growth 48h: 6%; Shiga toxin inh: -17; LmPK inh: 1%; TbPYK inhibitor: -4%

Results for CC(OC(=O)c1cnc2ccccc2n1)c1ccccc1Cl (centres undefined) ?
Pf growth 96h: 85%[activator]; CHX counter: 36*; AMA1-RON2 inh: -19%; Pf growth 48h: 52%[activator]; Shiga toxin inh: 69*; LmPK inh: -2%; TbPYK inhibitor: 3%

How did Cc1ccc2cc(C#N)c(N3CCCN(C(=O)C4CCCO4)CC3)nc2c1 (centres undefined) do in these assays?
Pf growth 96h: inconclusive; CHX counter: -3; AMA1-RON2 inh: 7%; Pf growth 48h: 2.9µM*; Shiga toxin inh: 0; LmPK inh: -1%

Results for COc1ccc(-n2cnc3cc(NCc4ccccn4)ccc32)cc1 ?
Pf growth 96h: inconclusive; CHX counter: 9; AMA1-RON2 inh: 1%; Pf growth 48h: inconclusive; Shiga toxin inh: 43; LmPK inh: 0%; TbPYK inhibitor: -13%
